PL synth Enamine = animal cell phospholipid biosynthesis inhibition, Enamine screen; ZR-82 CHO cells, pyrene fatty acid UV survival, CellTiter Blue; peroxisome-deficient CHO-K1 mutant line; plus DGAT-1, DGAT-2 and ACAT inhibitors; calls only at 10 µM; actives 0.4% (n = 20,000);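 active means cell survival signal 2 SD away from solvent-only control wells, confirmed on one or two retests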;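 further: 3 h compound exposure then viability read about one day after UV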
Calls only.

The first 3 compounds, to show the layout:
`O=C(CN1C(=O)NC2(CCCCC2)C1=O)N1CCN(S(=O)(=O)c2ccc(Cl)s2)CC1` gave PL synth Enamine inactive.
For Cc1cc(C(C)(C)C)cc(C)c1CSc1nnc(-c2ccncc2)n1C the results were PL synth Enamine inactive.
Screening O=C(O)CC1(CC(=O)Nc2nccs2)CCCC1 returned PL synth Enamine inactive.

The list itself, repeating the preview:
`O=C(CN1C(=O)NC2(CCCCC2)C1=O)N1CCN(S(=O)(=O)c2ccc(Cl)s2)CC1` gave PL synth Enamine inactive.
For Cc1cc(C(C)(C)C)cc(C)c1CSc1nnc(-c2ccncc2)n1C the results were PL synth Enamine inactive.
Screening O=C(O)CC1(CC(=O)Nc2nccs2)CCCC1 returned PL synth Enamine inactive.
Screening CN=c1scc(-c2ccc(Cl)cc2Cl)n1/N=C/c1cc(C)ccc1C returned PL synth Enamine inactive.
For O=c1[nH]c2ccccc2c(=O)n1NC(=S)NC1CC2CCC1C2 (stereo not drawn) the results were PL synth Enamine inactive.
`O=S(=O)(c1ccc(F)c(F)c1)N1c2cccc3cccc(c23)S1(=O)=O` gave PL synth Enamine inactive.
For C[n+]1ccc(C(=O)NNC(=O)c2cc[n+](C)cc2)cc1 the results were PL synth Enamine inactive.
For NS(=O)(=O)c1ccc(NS(=O)(=O)c2ccc(Cl)c([N+](=O)[O-])c2)cc1 the results were PL synth Enamine inactive.
Screening CN=c1scc(-c2ccc(F)cc2)n1/N=C/c1ccc(O)c(O)c1 returned PL synth Enamine inactive.
For CS(=O)(=O)OCCOc1cccc([N+](=O)[O-])c1 the results were PL synth Enamine inactive.
Screening O=S(=O)(c1ccccc1Br)N1CCc2ccccc21 returned PL synth Enamine inactive.
For c1ccc(-c2nnc(N3CCN(Cc4ccc5c(c4)OCO5)CC3)c3ccccc23)cc1 the results were PL synth Enamine inactive.
For Cc1sc2ncnc(N(C)C3CCCCC3)c2c1C the results were PL synth Enamine inactive.
`CN(C)S(=O)(=O)c1cc(NC(=S)NC2CC3CCC2C3)ccc1Cl` (stereo not drawn) gave PL synth Enamine inactive.
CC(C)CSc1nnc(-c2c[nH]c3ccccc23)o1 was read as PL synth Enamine inactive.
Cc1cc(C)cc(-c2n[nH]c(=S)o2)c1 was read as PL synth Enamine inactive.
Screening Cn1cccc1P(=Nc1ccc(Br)cc1)(c1cccn1C)c1cccn1C returned PL synth Enamine inactive.
For Ic1ccc(N=P(c2ccccc2)(C2CCCC=C2N2CCOCC2)N2CCOCC2)cc1 (stereo not drawn) the results were PL synth Enamine inactive.
O=P1(NCCNP2(=O)C=C(c3ccccc3)OC(c3ccccc3)=C2)C=C(c2ccccc2)OC(c2ccccc2)=C1 was read as PL synth Enamine inactive.
Screening CCOCCCNCc1ccc(Br)s1 returned PL synth Enamine inactive.
Screening COC(=O)c1ccc(CSc2nnc(SCc3ccc(C(=O)OC)o3)s2)o1 returned PL synth Enamine inactive.
For CCOC(=O)c1c(NC(=O)C(C)OC(=O)C2=COCCO2)sc2c1CCCC2 (stereo not drawn) the results were PL synth Enamine inactive.
CCCn1c(=O)n(C)c(=O)c2c(=S)nc(C(C)C)[nH]c21 was read as PL synth Enamine inactive.
For CNC(=O)C1OC(C)(C(C)(C)C)OC1C(=O)NC (stereo not drawn) the results were PL synth Enamine inactive.
O=C(N/N=C/c1ccc2c(c1)OCO2)C1=COCCO1 was read as PL synth Enamine inactive.
For Cc1nn2c(nc(NC3CCCc4ccccc43)c3ccccc32)c1Cl (stereo not drawn) the results were PL synth Enamine inactive.
`Cn1c(-c2ccncc2)nn(CN2CCN(S(=O)(=O)/C=C/c3ccccc3)CC2)c1=S` gave PL synth Enamine inactive.
`C=CCN1C(=O)C(=O)N(CC(=O)c2cc(C)n(CCCOC)c2C)C1=O` gave PL synth Enamine inactive.
Cc1n[nH]c(=O)c2c(NC(=O)CSc3nnc(C)n3C3CC3)oc(C)c12 was read as PL synth Enamine inactive.
Screening Fc1ccc(CNCc2ccc3c(c2)OCO3)c(F)c1 returned PL synth Enamine inactive.
Screening O=C1C2Sc3[nH]c(=O)sc3C(c3ccc([N+](=O)[O-])cc3)C2C(=O)N1c1ccc(Br)cc1 (stereo not drawn) returned PL synth Enamine inactive.
`CN1CCCN(C(=O)C2CCC(C(=O)N3CCCN(C)CC3)CC2)CC1` (stereo not drawn) gave PL synth Enamine inactive.
Cn1c(N)c(C(=O)CSc2n[nH]c(-c3cccs3)n2)c(=O)n(C)c1=O was read as PL synth Enamine inactive.
For Fc1ccccc1N1CCN(c2nc(C(F)(F)F)nc3ccccc23)CC1 the results were PL synth Enamine inactive.
`COCCN=c1scc(-c2ccc(OC)cc2)n1/N=C/c1cc2c(cc1[N+](=O)[O-])OCO2` gave PL synth Enamine inactive.
Screening CCOC(=O)C1=C(C)N=c2s/c(=C\c3sccc3C)c(=O)n2C1c1cccs1 (stereo not drawn) returned PL synth Enamine inactive.
`CCCn1c(=S)[nH]c2sc3c(c2c1=O)CCCC3` gave PL synth Enamine inactive.
For Fc1ccc2c(c1)sc1nc(-c3ccccc3F)cn12 the results were PL synth Enamine inactive.
Screening CC(C)n1nccc1NC(=O)CN1C(=O)NC(C)(C)C1=O returned PL synth Enamine inactive.
Clc1ccc(C(Sc2nnc(C3CC3)n2C2CC2)c2ccccc2)cc1 (stereo not drawn) was read as PL synth Enamine inactive.

Quoted at random: 5 records from the list.
For Fc1ccc2c(c1)sc1nc(-c3ccccc3F)cn12 the results were PL synth Enamine inactive.
Screening CC(C)n1nccc1NC(=O)CN1C(=O)NC(C)(C)C1=O returned PL synth Enamine inactive.
`CN1CCCN(C(=O)C2CCC(C(=O)N3CCCN(C)CC3)CC2)CC1` (stereo not drawn) gave PL synth Enamine inactive.
`C=CCN1C(=O)C(=O)N(CC(=O)c2cc(C)n(CCCOC)c2C)C1=O` gave PL synth Enamine inactive.
`CCCn1c(=S)[nH]c2sc3c(c2c1=O)CCCC3` gave PL synth Enamine inactive.

Later entries:
For O=C(O)CN1C(=O)/C(=N\N2C(=O)CSC2=S)c2ccccc21 the results were PL synth Enamine inactive.
`O=C1NC2=C(C(=O)CCC2)C(c2ccc3c(c2)OCCO3)N1` (stereo not drawn) gave PL synth Enamine inactive.
Screening CCOC(=O)C1=C(C)NC(C)=C(C(=O)OCC)C1C(=O)OCC(=O)c1ccc(Cl)s1 returned PL synth Enamine inactive.
For Cc1sc2nc(CS)[nH]c(=O)c2c1C the results were PL synth Enamine inactive.
`CNc1cc2nc[nH]c(=O)c2cc1[N+](=O)[O-]` gave PL synth Enamine inactive.
Screening Cc1c(N=C2C(=O)N(C(C)C)c3ccccc32)c(=O)n(-c2ccccc2)n1C returned PL synth Enamine inactive.
`O=c1c2c3c(sc2ncn1/N=C/c1ccco1)CCCC3` gave PL synth Enamine inactive.
`Cc1cc(C)n(C(=O)CCCCCCCCC(=O)n2nc(C)cc2C)n1` gave PL synth Enamine inactive.
For O=C(O)c1cc(/C=C/C(=O)c2cc(Cl)ccc2O)c2c(c1)COCO2 the results were PL synth Enamine inactive.
Screening Fc1ccc(NC(=S)NC2CCC(NC(=S)Nc3ccc(F)cc3)CC2)cc1 (stereo not drawn) returned PL synth Enamine inactive.
O=[N+]([O-])c1ccc2nc3c(c(-c4ccccc4)c2c1)Cc1ccccc1-3 was read as PL synth Enamine inactive.
`Cc1noc(C)c1CCC(=O)NC1CCCCC1` gave PL synth Enamine inactive.
`O=c1c(Cl)c(N2CCN(c3ccccn3)CC2)cnn1-c1nc2ccccc2[nH]1` gave PL synth Enamine inactive.
`C=CCn1c(SCc2cn3ccsc3n2)nc2sc3c(c2c1=O)CCC(C)C3` (stereo not drawn) gave PL synth Enamine inactive.
`CC(c1n[nH]c(=S)n1-c1ccc(F)cc1)N(C)C` (stereo not drawn) gave PL synth Enamine inactive.
CC(C)(C)c1ccc(-c2n[nH]c(=S)n2/N=C/c2ccc(O)cc2O)cc1 was read as PL synth Enamine inactive.
CCNC(=S)N/N=C/c1cccs1 was read as PL synth Enamine inactive.
For CC1(C)CC(NC(=S)NCc2ccc3c(c2)OCO3)CC(C)(C)N1 the results were PL synth Enamine inactive.
CC1(C)CCCC2=C1CC(C(=O)O)C(C(=O)O)C2 (stereo not drawn) was read as PL synth Enamine inactive.
For Cc1nnc(SCC(=O)OC2CC(C)CCC2C(C)C)[nH]c1=O (stereo not drawn) the results were PL synth Enamine inactive.
CC(C)N1CCC2(CC1)N=C(N)Nc1nc3cc4c(cc3n12)OCCCO4 was read as PL synth Enamine inactive.
For COc1ccc(/C=N/OCc2nnc(-c3ccc(F)cc3)o2)cc1 the results were PL synth Enamine inactive.
Screening CC1CCc2c(sc3nc(CN4CCOCC4)nc(NC4CCCCC4)c23)C1 (stereo not drawn) returned PL synth Enamine inactive.
`Oc1ccccc1N1CCN(C=Nc2nc3ccccc3nc2N2CCOCC2)CC1` gave PL synth Enamine inactive.
CC(=O)c1sc2nc(CSc3nnc(-c4cccs4)n3C3CC3)[nH]c(=O)c2c1C was read as PL synth Enamine inactive.
For NC1=NC(=O)C(F)(C(F)(F)F)S1 (stereo not drawn) the results were PL synth Enamine inactive.
For COc1ccc(OC)c(NC(=S)NCCN(C)C)c1 the results were PL synth Enamine inactive.
Screening c1ccc(N2CCN(c3ncnc4sc5c(c34)CCC5)CC2)nc1 returned PL synth Enamine inactive.
`O=C1CCC(=O)N1CC(O)Cn1c2ccc(Cl)cc2c2cc(Cl)ccc21` (stereo not drawn) gave PL synth Enamine inactive.
CN=c1scc(-c2ccc(-c3ccccc3)cc2)n1/N=C/c1cccc(C(F)(F)F)c1 was read as PL synth Enamine inactive.
For CC1(C(=O)O)CCC(C(=O)O)C1(C)C (stereo not drawn) the results were PL synth Enamine inactive.
For COC(=O)c1c(N)sc2c1CCCC2 the results were PL synth Enamine inactive.
Cc1cc(C)n2c(SCCOc3ccc(Br)cc3)nnc2n1 was read as PL synth Enamine inactive.
`O=c1[nH]c(Cn2ncc(Cl)c(Cl)c2=O)nc2sc3c(c12)CCCC3` gave PL synth Enamine inactive.
Cc1sc2nc(CN3CCC(C)CC3)nc(Oc3ccc4c5c3CCCN5CCC4)c2c1C was read as PL synth Enamine inactive.
C(=N\N1CCOCC1)/c1ccc2c(c1)OCCO2 was read as PL synth Enamine inactive.
`Cc1cc(/C=N/N=c2\sc3ccccc3n2C)c(C)n1-c1ccc(I)cc1` gave PL synth Enamine inactive.
Cc1nnc(SCC(=O)N(C2CCCC2)C2CCS(=O)(=O)C2)s1 (stereo not drawn) was read as PL synth Enamine inactive.
`O=C(O)CNC(=O)CNC(=O)c1ccco1` gave PL synth Enamine inactive.
For CCOP(=O)(OCC)C(NC(=O)c1cccs1)C(F)(F)F (stereo not drawn) the results were PL synth Enamine inactive.

In the list so far, three have a tert-butyl group.
For Cc1cc(C(C)(C)C)cc(C)c1CSc1nnc(-c2ccncc2)n1C the results were PL synth Enamine inactive.
For CNC(=O)C1OC(C)(C(C)(C)C)OC1C(=O)NC (stereo not drawn) the results were PL synth Enamine inactive.
CC(C)(C)c1ccc(-c2n[nH]c(=S)n2/N=C/c2ccc(O)cc2O)cc1 was read as PL synth Enamine inactive.

Among those listed so far, these have an aryl methoxy group:
`COCCN=c1scc(-c2ccc(OC)cc2)n1/N=C/c1cc2c(cc1[N+](=O)[O-])OCO2` gave PL synth Enamine inactive.
For COc1ccc(/C=N/OCc2nnc(-c3ccc(F)cc3)o2)cc1 the results were PL synth Enamine inactive.
For COc1ccc(OC)c(NC(=S)NCCN(C)C)c1 the results were PL synth Enamine inactive.

(listing goes on)
For c1ccc2[nH]c(NN=C3CCCCCC3)nc2c1 the results were PL synth Enamine inactive.
Cc1nc(SCC(=O)Nc2cncs2)c2c(C)c(C)sc2n1 was read as PL synth Enamine inactive.
C(=C(c1nc2ccccc2s1)c1nc2ccccc2s1)c1c2ccccc2cc2ccccc12 was read as PL synth Enamine inactive.
Screening NC(=O)C1CC2C=CC1C2 (stereo not drawn) returned PL synth Enamine inactive.
`c1ccc(-c2nnc(CSc3ncnc4c3oc3ccccc34)o2)cc1` gave PL synth Enamine inactive.
For C=CCn1c(SCC(=O)O)nc2sc3c(c2c1=O)CCCC3 the results were PL synth Enamine inactive.
For O=P(c1ccccc1)(c1ccccc1)c1ccccc1 the results were PL synth Enamine inactive.
CCCCn1c(N)c(NCCC)c(=O)[nH]c1=O was read as PL synth Enamine inactive.
For CN1CCN(C(=S)N=P(N(C)C)(N(C)C)C23CC4CC(CC(C4)C2)C3)CC1 the results were PL synth Enamine inactive.
Screening O=[N+]([O-])c1ncccc1OCCOc1cccc(Br)c1 returned PL synth Enamine inactive.
For O=S(=O)(c1c(F)cccc1F)N1CCN(Cn2nc(-c3ccco3)oc2=S)CC1 the results were PL synth Enamine inactive.
For CCc1ccc(C(=O)CSc2nnc(-c3cccs3)n2C2CC2)s1 the results were PL synth Enamine inactive.
Screening Cc1nc(SCC(=O)Nc2ccnn2C2CCCC2)c2c(C)c(C)sc2n1 returned PL synth Enamine inactive.
`COc1cc2cccc(OC)c(=O)c2c(O)c1OC` gave PL synth Enamine inactive.
For Cn1c(-c2cccs2)nc2sc3c(c2c1=O)CCCC3 the results were PL synth Enamine inactive.
For O=P(c1ccccc1)(c1ccccc1)C(N=Cc1cccs1)c1ccccc1 (stereo not drawn) the results were PL synth Enamine inactive.
Screening Cc1cc(NC(=O)COC(=O)C(C)N2C(=O)C3CC=CCC3C2=O)no1 (stereo not drawn) returned PL synth Enamine inactive.
O=C(Nc1cc(C(F)(F)F)c[nH]c1=O)c1ccc([N+](=O)[O-])o1 was read as PL synth Enamine inactive.
`COc1ccc(-n2c(-c3ccc(Br)cc3)c[n+]3c2CCc2ccccc2-3)cc1` gave PL synth Enamine inactive.
For CC12CC3(C)CC(C)(C1)CC(C(=O)NC1=NCCS1)(C2)C3 the results were PL synth Enamine inactive.
Screening O=C(C1CC(=O)N(C2CCCC2)C1)N1CCN(c2ncccn2)CC1 (stereo not drawn) returned PL synth Enamine inactive.
O=[N+]([O-])c1ccc2[nH]c(O)c(N=Nc3ccccn3)c2c1 was read as PL synth Enamine inactive.
`Cc1ccc2nc(/C=C/c3ccc(Br)cc3)ccc2c1` gave PL synth Enamine inactive.

Not all compounds are listed; count on the stated rates, not on these rows.
